Compound activity (PubChem BioAssay)
FBW7 activator: FBW7 E3 ligase activators, primary screen, biochemical, AlphaScreen, human; actives 0.13% (n = 650,000); AlphaScreen FBW7–phospho-cyclin E peptide binding, activator screen; normalized activity (activation), % at 26.1 µM; in the data active = normalized activity above about 1.9%;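 note: purified mutant Fbw7 with reduced substrate affinity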
Target sequence (Q969H0 whole entry, looked up): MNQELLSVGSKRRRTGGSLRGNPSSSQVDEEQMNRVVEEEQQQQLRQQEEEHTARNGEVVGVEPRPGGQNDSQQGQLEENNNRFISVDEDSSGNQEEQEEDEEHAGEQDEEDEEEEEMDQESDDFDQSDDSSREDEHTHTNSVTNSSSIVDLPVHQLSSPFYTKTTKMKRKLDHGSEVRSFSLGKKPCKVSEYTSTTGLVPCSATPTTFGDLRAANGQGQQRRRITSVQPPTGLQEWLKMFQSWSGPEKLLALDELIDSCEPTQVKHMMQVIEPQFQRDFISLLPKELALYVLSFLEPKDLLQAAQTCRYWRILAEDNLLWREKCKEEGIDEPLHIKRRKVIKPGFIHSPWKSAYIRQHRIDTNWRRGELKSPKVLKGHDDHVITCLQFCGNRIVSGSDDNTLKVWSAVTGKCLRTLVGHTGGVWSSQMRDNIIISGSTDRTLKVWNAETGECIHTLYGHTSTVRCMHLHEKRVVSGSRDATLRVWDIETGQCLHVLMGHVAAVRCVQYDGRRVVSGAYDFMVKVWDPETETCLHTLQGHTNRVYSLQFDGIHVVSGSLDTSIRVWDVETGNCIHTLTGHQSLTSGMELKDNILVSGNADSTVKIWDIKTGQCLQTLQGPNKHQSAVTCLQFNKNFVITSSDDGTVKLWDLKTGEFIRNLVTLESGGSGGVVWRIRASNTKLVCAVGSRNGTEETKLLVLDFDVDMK
MITF primary: MITF inhibitors, primary screen, biochemical, AlphaScreen, human. actives 0.91% (n = 650,000). inhibition, % at 2.6 µM. Microphthalmia-associated transcription factor (Homo sapiens), O75030. AlphaScreen MITF homodimerization, bead proximity signal; in the data active = inhibition above about 50%;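 note: 0% = vehicle wells with protein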
GPR151 ag: activators of human GPR151, primary screen, cell-based, PathHunter beta-arrestin, luminescence; AID 1508602, 2020; PathHunter beta-arrestin GPR151 cells; G-protein coupled receptor 151 (Homo sapiens), Q8TDV0; activation, % at 11.2 µM; actives 1% (n = 650,000); in the data active = activation above about 4.9%;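 note: 0% = median of compound wells and 100% = cells with positive control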
Target sequence (Q8TDV0 whole entry, looked up): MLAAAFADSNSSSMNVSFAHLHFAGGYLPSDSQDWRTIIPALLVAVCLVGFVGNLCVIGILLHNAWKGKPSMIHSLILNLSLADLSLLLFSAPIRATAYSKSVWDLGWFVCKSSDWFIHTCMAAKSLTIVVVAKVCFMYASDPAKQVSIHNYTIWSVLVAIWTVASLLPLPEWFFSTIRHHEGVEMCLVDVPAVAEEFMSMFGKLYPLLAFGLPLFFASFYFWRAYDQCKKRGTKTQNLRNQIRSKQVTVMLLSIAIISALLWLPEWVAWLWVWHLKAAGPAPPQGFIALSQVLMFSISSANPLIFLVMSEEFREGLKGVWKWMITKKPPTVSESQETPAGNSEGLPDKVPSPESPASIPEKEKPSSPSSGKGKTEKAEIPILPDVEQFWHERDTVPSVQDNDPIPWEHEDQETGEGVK
TEAD-YAP inh: TEAD-YAP interaction inhibition, primary screen, TEAD-YAP interaction inhibitor project, luminescence, HEK-TIYL cells; TEAD-Gal4/YAP UAS-luciferase luminescence; inhibition, % at 9.12 µM; actives 1.4% (n = 640,000); in the data active = inhibition above about 32%;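 note: 0% = median of test compound wells and 100% = reference inhibitor wells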
* = called active by the depositor.

The first four entries (preview)
Results for Clc1cccc(C2N(Cc3ccccc3)CCN2Cc2ccccc2)c1Cl ?
FBW7 activator: 0.1; MITF primary: 9; GPR151 ag: -0.2; TEAD-YAP inh: 3

What do the screens show for `CN(CCNC(=O)Cn1nc(-c2ccc(Cl)cc2)ccc1=O)Cc1ccccc1`?
FBW7 activator: 0.0; MITF primary: -2; GPR151 ag: -0.9; TEAD-YAP inh: -1

What do the screens show for `O=C(CCN1CCN(c2ccc(Cl)cc2)CC1)Nc1nccs1`?
FBW7 activator: -0.2; MITF primary: 1; GPR151 ag: 0.7; TEAD-YAP inh: 8

How did COC(=O)C1=C(C(=O)OC)[C@@H]2N(C)c3ccccc3[C@@]23C[C@@H](C(=O)OC)N(S(=O)(=O)c2ccc(OC)cc2)C3=N1 do in these assays?
FBW7 activator: 0.4; MITF primary: 12; GPR151 ag: -1.2

The listing, previewed entries included:
Results for Clc1cccc(C2N(Cc3ccccc3)CCN2Cc2ccccc2)c1Cl ?
FBW7 activator: 0.1; MITF primary: 9; GPR151 ag: -0.2; TEAD-YAP inh: 3

What do the screens show for `CN(CCNC(=O)Cn1nc(-c2ccc(Cl)cc2)ccc1=O)Cc1ccccc1`?
FBW7 activator: 0.0; MITF primary: -2; GPR151 ag: -0.9; TEAD-YAP inh: -1

What do the screens show for `O=C(CCN1CCN(c2ccc(Cl)cc2)CC1)Nc1nccs1`?
FBW7 activator: -0.2; MITF primary: 1; GPR151 ag: 0.7; TEAD-YAP inh: 8

How did COC(=O)C1=C(C(=O)OC)[C@@H]2N(C)c3ccccc3[C@@]23C[C@@H](C(=O)OC)N(S(=O)(=O)c2ccc(OC)cc2)C3=N1 do in these assays?
FBW7 activator: 0.4; MITF primary: 12; GPR151 ag: -1.2

Results for COc1ccc(CNS(=O)(=O)c2cccc3nsnc23)cc1 ?
FBW7 activator: -0.1; MITF primary: 5; GPR151 ag: -0.1; TEAD-YAP inh: 0

How did COc1cccc(C2=Nn3c(nnc3-c3cccc(C)c3)SC2)c1 do in these assays?
FBW7 activator: 0.1; MITF primary: 9; GPR151 ag: 0.2; TEAD-YAP inh: 48*

What do the screens show for `COc1ccccc1OCC(=O)Nc1cccc(N2CCCCC2=O)c1`?
FBW7 activator: -0.1; MITF primary: 16; GPR151 ag: 1.4; TEAD-YAP inh: -14

What do the screens show for `CCCC(=O)Nc1ccc(Cl)c(N)c1`?
FBW7 activator: 0.9; MITF primary: 17; GPR151 ag: 0.3; TEAD-YAP inh: -11

Results for O=C(COc1c(-c2ccccc2)oc2ccccc2c1=O)Nc1ccccc1 ?
FBW7 activator: 0.0; MITF primary: -9; GPR151 ag: -0.7; TEAD-YAP inh: -6

How did C#CC(C)(C)OC(=O)c1ccc(OC)cc1 do in these assays?
FBW7 activator: -0.1; MITF primary: -4; GPR151 ag: 4.7; TEAD-YAP inh: -13

What do the screens show for `COc1ccc(NC(=O)C(=O)NCCN2CCN(C(=O)c3ccccc3Br)CC2)cc1`?
FBW7 activator: 0.1; MITF primary: 14; GPR151 ag: -0.8; TEAD-YAP inh: 7

What do the screens show for `COc1ccc(CC2=NS(=O)(=O)c3ccccc3N2)cc1`?
FBW7 activator: -0.1; MITF primary: 1; GPR151 ag: 1.4; TEAD-YAP inh: 0

How did Nc1ccc(C(=O)N/N=C/c2c(F)cccc2F)cc1 do in these assays?
FBW7 activator: -0.1; MITF primary: -8; GPR151 ag: 0.7; TEAD-YAP inh: -24

How did COCC(C)NCC(O)COc1cc(Cl)ccc1Cl (stereo not given) do in these assays?
FBW7 activator: -0.1; MITF primary: 18; GPR151 ag: 14*; TEAD-YAP inh: 2

What do the screens show for `COc1ccc(N2C(=O)CC(N3CCC(O)CC3)C2=O)cc1` (stereo not given)?
FBW7 activator: 0.4; MITF primary: 8; GPR151 ag: 0.3; TEAD-YAP inh: 4

Results for O=C(CCc1nnc(Cc2cccc(C(F)(F)F)c2)o1)NCCCn1ccnc1 ?
FBW7 activator: -0.2; MITF primary: -6; GPR151 ag: 0.5; TEAD-YAP inh: 2

Results for CC(=O)NCc1nc2ccccc2[nH]1 ?
FBW7 activator: 0.1; MITF primary: 7; GPR151 ag: -0.8; TEAD-YAP inh: -10

What do the screens show for `CC(C(=O)c1ccccc1)C(=O)c1ccccc1`?
FBW7 activator: 0.2; MITF primary: 4; GPR151 ag: 0.3; TEAD-YAP inh: 1

Results for CCOC(=O)C1=C(C(=O)OCC)SC2(S1)C(C(=O)OCC)=C(C(=O)OCC)SC1=C2c2ccc(C)cc2N(C(C)=O)C1(C)C ?
FBW7 activator: 1.1; MITF primary: 13; GPR151 ag: 1.2; TEAD-YAP inh: 1

What do the screens show for `Cc1noc(C)c1COC(=O)/C=C/c1ccc2c(c1)OCO2`?
FBW7 activator: 0.5; MITF primary: 4; GPR151 ag: -2.0; TEAD-YAP inh: 9

Results for O=C(Nc1ncn[nH]1)c1c(Cl)ccc(Cl)c1Cl ?
FBW7 activator: -0.3; MITF primary: 1; GPR151 ag: 1.1; TEAD-YAP inh: -3

How did O=C(Nc1cccc(NC(=O)NC2CCCCC2)c1)NC1CCCCC1 do in these assays?
FBW7 activator: 0.0; MITF primary: 4; GPR151 ag: -0.7; TEAD-YAP inh: -1

How did Cn1c(SCC(=O)Nc2ccc(S(N)(=O)=O)cc2)nnc1-c1ccncc1 do in these assays?
FBW7 activator: -0.2; MITF primary: 4; GPR151 ag: 0.1; TEAD-YAP inh: -2

Results for CCN(CC)c1nc(N2CCOCC2)nc(N2CCOCC2)n1 ?
FBW7 activator: 0.0; MITF primary: 15; GPR151 ag: -0.2; TEAD-YAP inh: -11

What do the screens show for `CC1(C)OC(=O)N2CCc3ccccc3C21C` (stereo not given)?
FBW7 activator: -0.1; MITF primary: -6; GPR151 ag: 0.5; TEAD-YAP inh: 3

What do the screens show for `CC(C)(O)C#Cc1ccc(C(=O)NCCc2ccccc2)cc1`?
FBW7 activator: 0.4; MITF primary: 3; GPR151 ag: 2.2; TEAD-YAP inh: -64

What do the screens show for `O=C1NC(=S)N/C1=C/c1ccc(N2CCCC2)c(F)c1`?
FBW7 activator: -0.1; MITF primary: -5; GPR151 ag: -0.8; TEAD-YAP inh: 5

How did COc1ccc(OC)c(N/C=C(/C#N)c2nc(-c3ccccc3)cs2)c1 do in these assays?
FBW7 activator: -0.1; MITF primary: 0; GPR151 ag: -0.3; TEAD-YAP inh: -7

What do the screens show for `COc1ccc(CCNC(=O)c2cc(Sc3ccc(F)cc3)nc3ccccc23)cc1OC`?
FBW7 activator: -0.2; MITF primary: 3; GPR151 ag: -1.0; TEAD-YAP inh: 25

How did O=C(CSc1nnc(COc2ccccc2)o1)N1CCc2ccccc21 do in these assays?
FBW7 activator: 0.0; MITF primary: 17; GPR151 ag: -2.1; TEAD-YAP inh: 5

How did O=[N+]([O-])c1ccc(-n2cc3c(-c4ccco4)nnc(-c4nc5ccccc5s4)c3n2)cc1 do in these assays?
FBW7 activator: -0.2; MITF primary: -1; GPR151 ag: -0.5; TEAD-YAP inh: 2

What do the screens show for `Cc1ccc(-n2ncc3c(NC4CCCCCCCCCCC4)ncnc32)c(C)c1`?
FBW7 activator: -0.1; MITF primary: -3; GPR151 ag: 1.1; TEAD-YAP inh: 0

What do the screens show for `NCCNCCCCOc1ccc(OCc2ccccc2)cc1`?
FBW7 activator: 0.0; MITF primary: 7; GPR151 ag: -0.5; TEAD-YAP inh: -5

How did O=C(Cc1c[nH]c2ccccc12)N1CCc2c(nc(N3CCCCC3)[nH]c2=O)C1 do in these assays?
FBW7 activator: 0.0; MITF primary: 5; GPR151 ag: 1.2; TEAD-YAP inh: 5

Results for CCCCNC(=O)C1CC(c2ccccc2OC)=NO1 (stereo not given) ?
FBW7 activator: -0.1; MITF primary: 11; GPR151 ag: -0.7; TEAD-YAP inh: 1

How did COc1ccc(/C=C2\N=C(c3ccc(Cl)cc3)N(c3cccc(F)c3)C2=O)cc1OC do in these assays?
FBW7 activator: -0.2; MITF primary: 1; GPR151 ag: -1.3; TEAD-YAP inh: 4

What do the screens show for `COc1ccccc1CNC(=O)CSCc1nc(-c2sccc2C)oc1C`?
FBW7 activator: -0.2; MITF primary: -3; GPR151 ag: -0.2; TEAD-YAP inh: 4

Results for CCOc1ccc(N(C(C)C(=O)Nc2cccc(C)c2)S(C)(=O)=O)cc1 (stereo not given) ?
FBW7 activator: -0.1; MITF primary: 4; GPR151 ag: 0.2; TEAD-YAP inh: 6

How did CC(C)(C)c1ccc(OCCCC(=O)Nc2ccc3c(c2)OCO3)cc1 do in these assays?
FBW7 activator: 0.2; MITF primary: 4; GPR151 ag: -2.2; TEAD-YAP inh: -14

How did COc1ccc(NC(=O)CSc2nc3ccsc3c(=O)n2CC(=O)O)c(OC)c1 do in these assays?
FBW7 activator: -0.1; MITF primary: 3; GPR151 ag: -0.1; TEAD-YAP inh: 1

Results for N#C/C(=N/Nc1ccc([N+](=O)[O-])cc1)C(=N)N1CCCCCC1 ?
FBW7 activator: 0.0; MITF primary: -7; GPR151 ag: -0.8; TEAD-YAP inh: -63

Results for COc1ccc(NC(=O)c2cnccn2)cc1 ?
FBW7 activator: 0.1; MITF primary: -2; GPR151 ag: -1.2; TEAD-YAP inh: -55

Results for COC1(C)N(c2ccc(C)cc2)CC(=Nc2ccc(C)cc2)N1c1ccc(C)cc1 (stereo not given) ?
FBW7 activator: 0.2; MITF primary: 9; GPR151 ag: 0.9; TEAD-YAP inh: 38*

Results for COc1ccc(OC)c(NC(=O)CSc2ccc3nnc(-c4ccccc4)n3n2)c1 ?
FBW7 activator: -0.2; MITF primary: 4; GPR151 ag: -0.5; TEAD-YAP inh: -8

Results for N#CCn1cnc2c(nnn2-c2ccc(Cl)cc2)c1=O ?
FBW7 activator: 0.0; MITF primary: -9; GPR151 ag: 0.0; TEAD-YAP inh: -9

How did O=C(CSCc1ccc(Cl)cc1Cl)Nc1c[nH]c(=O)[nH]c1=O do in these assays?
FBW7 activator: -0.1; MITF primary: -4; GPR151 ag: 0.3; TEAD-YAP inh: -3

Results for Nc1c(C(=O)Nc2cccc(F)c2)nnn1Cc1ccccc1 ?
FBW7 activator: 0.3; MITF primary: 3; GPR151 ag: -2.0; TEAD-YAP inh: -42

How did COc1ccc(-c2nn(-c3ccccc3)cc2C=O)cc1[N+](=O)[O-] do in these assays?
FBW7 activator: 0.2; MITF primary: 3; GPR151 ag: -0.4; TEAD-YAP inh: 8

How did COc1ccc(C2C=C(c3ccccc3)Nc3ncnn32)cc1 (stereo not given) do in these assays?
FBW7 activator: -0.3; MITF primary: -5; GPR151 ag: 0.8; TEAD-YAP inh: -30

Results for c1ccc(CCN2CCC(Oc3ccc(-c4ccsc4)cc3)CC2)nc1 ?
FBW7 activator: 0.0; MITF primary: 7; GPR151 ag: -0.6; TEAD-YAP inh: 5

Results for COc1ccc(CNC(=O)c2ccc3c(c2)NC(=O)CS3)cc1 ?
FBW7 activator: 0.4; MITF primary: 18; GPR151 ag: -1.1; TEAD-YAP inh: 7

Results for Cc1ccc(Nc2n[nH]c(=S)s2)cc1C ?
FBW7 activator: -0.1; MITF primary: -2; GPR151 ag: 0.9; TEAD-YAP inh: -45

How did COc1cccc(CN2CCN(C3CCCC3)C(CCO)C2)c1O (stereo not given) do in these assays?
FBW7 activator: 0.0; MITF primary: -10; GPR151 ag: -1.5; TEAD-YAP inh: 0

Results for CCOc1ccc(N(CC(=O)O)S(=O)(=O)c2ccc3[nH]c(=O)c(=O)[nH]c3c2)cc1 ?
FBW7 activator: 0.2; MITF primary: 18; GPR151 ag: 4.3; TEAD-YAP inh: -4

What do the screens show for `COc1cc(C#N)ccc1OCC(=O)Nc1cc(C)on1`?
FBW7 activator: 0.1; MITF primary: 4; GPR151 ag: 1.6; TEAD-YAP inh: -44

Results for CC(=O)Oc1ccc(/C=N/NC(=O)c2cccc([N+](=O)[O-])c2)cc1 ?
FBW7 activator: -0.1; MITF primary: -6; GPR151 ag: -2.3; TEAD-YAP inh: 7

What do the screens show for `COc1ccc(/C=C(\C#N)C(=O)N2CCOCC2)cc1OC`?
FBW7 activator: 0.0; MITF primary: 9; GPR151 ag: 3.0; TEAD-YAP inh: -6

Results for Oc1ccc(Oc2ncc(Cl)cc2Cl)cc1 ?
FBW7 activator: -0.1; MITF primary: 7; GPR151 ag: -0.4; TEAD-YAP inh: 1

What do the screens show for `COCc1ccc(-c2ccc(OC3CCN(c4ncccn4)CC3)cc2)cc1`?
FBW7 activator: 0.1; MITF primary: 6; GPR151 ag: 0.3; TEAD-YAP inh: -7

What do the screens show for `COc1ccccc1N1CCN(C(=O)c2cc(=O)c(OCc3ccccc3)c[nH]2)CC1`?
FBW7 activator: -0.2; MITF primary: 0; GPR151 ag: 2.5; TEAD-YAP inh: -6

Results for OC1CCC(Nc2ccc3ncc(-c4ccc5ccccc5c4)n3n2)CC1 (stereo not given) ?
FBW7 activator: -0.3; MITF primary: -15; GPR151 ag: 0.7; TEAD-YAP inh: 0

Results for COc1cccc(N(CC(=O)NCc2ccccc2C)S(C)(=O)=O)c1 ?
FBW7 activator: 0.0; MITF primary: 13; GPR151 ag: -1.6; TEAD-YAP inh: 0

What do the screens show for `CC(=O)c1c(C)cc(C)c(CSc2nnnn2-c2ccccc2)c1C`?
FBW7 activator: -0.1; MITF primary: -4; GPR151 ag: -0.5; TEAD-YAP inh: 13

Retrieved by structure from above, two records:
Results for CCOc1ccc(N(CC(=O)O)S(=O)(=O)c2ccc3[nH]c(=O)c(=O)[nH]c3c2)cc1 ?
FBW7 activator: 0.2; MITF primary: 18; GPR151 ag: 4.3; TEAD-YAP inh: -4

What do the screens show for `COc1ccc(/C=C(\C#N)C(=O)N2CCOCC2)cc1OC`?
FBW7 activator: 0.0; MITF primary: 9; GPR151 ag: 3.0; TEAD-YAP inh: -6
